Source: PubChem BioAssay
KOR beta-arrestin-1 = KOR agonists, beta-arrestin recruitment, primary screen, cell-based, luminescence, uHTS (AID 1777) | 280,000 tested, 0.02% active | KOR beta-arrestin recruitment, luminescence; higher % means a stronger effect | activation, % at 10 µM; hits with a dose series show EC50 in µM | Kappa-type opioid receptor (Homo sapiens); in the data active = activation above about 50%, passing the limit was not always enough; also: a part of the inactive calls stands beside numbers as strong as those of hits
NOD1 NF-kB reporter = NOD1 signaling inhibitors, primary screen, cell-based, luminescence, uHTS (AID 1578). NOD1-driven NF-kB luciferase reporter cells, luminescence; higher % means a stronger effect. inhibition, % at 4 µM, or EC50 in µM where a hit was titrated. 290,000 tested, 1% active; in the data active = inhibition mostly above about 36%, no sharp cut-off; inactive = mostly below about 34%;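 also: HEK-293T reporter cells stimulated with the NOD1 agonist gamma-tri-DAP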
GPR35 antagonists = GPR35 antagonists blocking zaprinast-driven arrestin recruitment, primary screen, imaging, U2OS, beta-arrestin-GFP, zaprinast agonist (AID 2058); G-protein coupled receptor 35 (Homo sapiens); U2OS GPR35 beta-arrestin-GFP translocation imaging, zaprinast antagonism; higher % means a stronger effect; inhibition, % at 10 µM; hits with a dose series show IC50 in µM; 290,000 tested, 0.052% active;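 active = inhibition of at least 50% with at least 30 cells and total cytoplasm GFP at most 10,000,000; inconclusive = under 30 cells or total GFP of 10,000,000 plus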
GPR55 LPI antagonism = GPR55 antagonists blocking LPI-driven arrestin recruitment, primary screen, imaging, U2OS, beta-arrestin-GFP, LPI agonist (AID 2013); U2OS GPR55 beta-arrestin-GFP translocation imaging, LPI antagonism; higher % means a stronger effect; inhibition, % at 10 µM; hits with a dose series show IC50 in µM; 290,000 tested, 0.13% active;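 active = spots per cell inhibited over 60%, with over 100 cells counted and total cytoplasm intensity under 500,000; inconclusive = wells with under 100 cells, flagged as likely toxic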;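 also: U2OS cells stably carrying GPR55 and arrestin-GFP stimulated by 5 µM LPI near EC80; imaged beta-arrestin-GFP aggregate spots per cell after agonist stimulation; plate controls were LPI-stimulated DMSO wells for no effect and DMSO wells without LPI for full effect; some results filed as inactive read as strong as hits; confirmed hits need IC50 under 10 µM and bright autofluorescent wells are also inconclusive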
Siah-1 displacement = Siah-1 peptide-binding antagonists, primary screen, biochemical, fluorescence polarization, rhodamine-plectin, uHTS (AID 1817); E3 ubiquitin-protein ligase SIAH1 (Homo sapiens); 290,000 tested, 0.02% active; one-dose displacement, % at 20 µM; IC50 in µM for titrated hits; Siah-1 / rhodamine-plectin peptide fluorescence polarization; higher % means a stronger effect;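 active = displacement of at least 50% at 20 µM, with a fluorescence ratio check between 0.3 and a set limit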;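 also: plate controls were Siah plus tracer with DMSO for no effect and tracer alone without Siah for full effect; strong numbers were not always called active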
KOR beta-arrestin-2 = KOR antagonists, beta-arrestin recruitment, cell-based, luminescence, uHTS (AID 1778) | Kappa-type opioid receptor (Homo sapiens) | KOR beta-arrestin recruitment, luminescence, antagonist mode; higher % means a stronger effect | one-dose inhibition, % at 10 µM; IC50 in µM for titrated hits | 290,000 tested, 0.091% active; in the data active = inhibition above about 50%; also: strong numbers were not always called active
GPR55 beta-arrestin = GPR55 agonists via beta-arrestin recruitment, primary screen, imaging, U2OS cells, beta-arrestin-GFP redistribution (AID 1961); activation, % at 10 µM, or EC50 in µM where a hit was titrated; U2OS GPR55 beta-arrestin-GFP redistribution imaging; higher % means a stronger effect; 290,000 tested, 0.048% active; G-protein coupled receptor 55 (Homo sapiens);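 active = activation above 40% with more than 50 cells counted in the well; inconclusive = wells holding fewer than 50 cells, flagged as toxic or sparse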;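 also: U2OS osteosarcoma cells stably expressing GPR55 and beta-arrestin-GFP; plate controls were DMSO negative control for no effect and LPI positive control for full effect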
AID2073 = inhibitors of Mint1-CaV2.2 protein interaction, biochemical, HTRF (AID 2073); Voltage-dependent N-type calcium channel subunit alpha-1B (Homo sapiens); HTRF protein-protein interaction, Mint1-CaV2.2; higher % means a stronger effect; inhibition, % at 20 µM; hits with a dose series show IC50 in µM; 290,000 tested, 0.19% active; in the data active = inhibition mostly above about 51%, no sharp cut-off; inconclusive = no clear call, values can overlap the other calls; inactive = mostly below about 53%; also: some results filed as inactive read as strong as hits
HIV fusion peptide = inhibitors of HIV fusion peptide binding, primary screen, biochemical, uHTS, fluorescence dequenching (AID 1986); cell-free peptide binding, fluorescence dequenching, 30 min; higher % means a stronger effect; 290,000 tested, 0.3% active; inhibition, % at 20 µM, or IC50 in µM where a hit was titrated; in the data active = inhibition mostly above about 52%, no sharp cut-off; inactive = mostly below about 76%; also: some results filed as inactive read as strong as hits
Starred values were filed as active, the others as inactive; ? = inconclusive; · = not tested or not shown; [ ] = remark or other dose. Only part of the results is shown; count on the stated rates, not on these rows.

SMILES | KOR beta-arrestin-1 | NOD1 NF-kB reporter | GPR35 antagonists | GPR55 LPI antagonism | Siah-1 displacement | KOR beta-arrestin-2 | GPR55 beta-arrestin | AID2073 | HIV fusion peptide
C=CCS/C(N)=N\N=C\c1cc(Br)cc([N+](=O)[O-])c1O | 3.7% | -1% | -9% | 5% | 11% | -3% | 0.1% | 18% | 20%
CCOc1cc(NC(=O)C2CCCO2)c(OCC)cc1NC(C)=O (configuration not stated) | 0.4% | -2% | 1% | 11% | -3% | -32% | 0.2% | 4% | 0.6%
CCCN1CCN(C(c2cc3cc(OCC)ccc3[nH]c2=O)c2nnnn2C2CCCCC2)CC1 (configuration not stated) | -3.7% | -47% | -17% | 7% | -2% | 1% | 0.6% | -6% | 0.6%
O=C(NC1CCCC1)C(c1cc2c(cc1[N+](=O)[O-])OCO2)N1CCCC1 (configuration not stated) | -3.5% | -29% | -16% | 2% | -2% | 4% | 0.4% | -6% | -0.6%
COc1ccccc1-n1cc(-c2ccccc2)[nH]c1=S | -0.4% | 0% | 6% | -1% | 0% | 18% | -0.1% | -29% | -1.4%
O=c1oc(Nc2ccc(F)cc2)nc2ccccc12 | 0.7% | -11% | 8% | 4% | 2% | -16% | 0.3% | -3% | -3.3%
NNC(=O)Cn1nnc(-c2ccc(C(F)(F)F)cc2)n1 | 2.6% | -5% | -5% | 5% | 6% | 10% | 0.6% | 12% | -1.8%
Cc1cc(C)n(-c2nc3ccccc3nc2N2CCOCC2)n1 | 1.1% | -20% | -19% | -2% | 1% | -5% | 0.3% | 0% | 1.4%
O=C(Nc1ncnc2sc3c(c12)CCCCC3)c1ccccc1 | -8.3% | -8% | 14% | -13% | 1% | 22% | 0.3% | 20% | 4.8%
O=C(CNc1cccc(C(F)(F)F)c1)N/N=C/c1cccc(Br)c1 | 0.0% | -19% | -8% | 7% | -2% | 16% | -0.2% | 4% | 2.2%
COc1cccc(NS(=O)(=O)c2cc3c(cc2C)NC(=O)CO3)c1 | -7.6% | 0% | -16% | -6% | -1% | 31%[20 µM] | 0.6% | 4% | 0.5%
COc1ccc(CC(=O)NCc2n[nH]c(=S)n2-c2cccc(C)c2)cc1 | -3.1% | -18% | -28% | -2% | 5% | 17% | 0.0% | -2% | -1.2%
CCOc1ccccc1C1CC(c2cccc(NS(C)(=O)=O)c2)=NN1C(=O)c1ccccc1 (configuration not stated) | 5.2% | -28% | -4% | 3% | 3% | 19% | 0.0% | 7% | -2.2%
COc1ccc(Nc2nc(N)nc(CSc3nnc(C)s3)n2)cc1 | 6.2% | -15% | -10% | -7% | -2% | -4% | 0.5% | 14% | 2.2%
COC(=O)C1=C(C)N=C2SC(C)C(=O)N2C1c1ccc(C(=O)OC)cc1 (configuration not stated) | 1.6% | 11% | 19% | -20% | 0% | 30% | 0.0% | -17% | -2.2%
CCCOc1cccc(C(=O)NCCCNC(=O)c2cccnc2)c1 | 0.6% | -30% | -2% | 8% | 2% | -13% | -0.1% | 7% | -0.3%
Cc1ccc2c(c1)c1c(n2C)C(C(N)=O)CCC1 (configuration not stated) | -1.6% | -24% | -3% | 3% | 1% | 12% | -0.1% | 0% | -1.4%
COc1cc(NC(=S)N2CCN(Cc3ccccc3)CC2)cc(OC)c1 | -6.3% | 2% | 1% | -8% | -3% | -2% | 0.5% | -23% | -0.8%
O=[N+]([O-])c1cccc(-c2cc3cccc[n+]3cc2-c2cccc([N+](=O)[O-])c2)c1 | -0.4% | -39% | -3% | 13% | 3% | -32% | 0.1% | -2% | 0.3%
O=C(Nc1cccnc1Cl)c1cc(-c2ccccc2O)on1 | 8.2% | -52% | -8% | 2% | 11% | -20% | 0.8% | -1% | 1.3%
Cc1ccc(S(=O)(=O)N2CCCCC2)cc1NC(=O)COC(=O)Cc1c(F)cccc1Cl | 9.1% | -39% | 7% | -1% | -1% | -10% | -0.2% | 1% | -1.2%
Nc1ncnc2c1ncn2[C@H]1C[C@H](O)[C@@H](COP(=O)(O)O)O1 | -1.3% | -31% | 10% | 0% | 4% | -38% | -0.2% | -1% | 0.3%
COC(=O)CNC(=O)c1ccc(NS(=O)(=O)c2cc([N+](=O)[O-])ccc2Cl)cc1 | 1.9% | -7% | 24% | 6% | -8% | · | 1.0% | -12% | 0.4%
CCCCn1c(NC(=O)c2ccccc2)c(C#N)c2nc3ccccc3nc21 | 3.7% | 88%* | -17% | -13% | 7% | -110% | 0.0% | 10% | -0.5%
Cc1ccc(S(=O)(=O)N2CCCCC2)cc1C(=O)Nc1cccnc1 | 0.4% | -2% | -10% | 7% | 6% | 12% | 1.0% | 47% | 7.4%

Four records picked at random from the list so far, as already listed:
SMILES | KOR beta-arrestin-1 | NOD1 NF-kB reporter | GPR35 antagonists | GPR55 LPI antagonism | Siah-1 displacement | KOR beta-arrestin-2 | GPR55 beta-arrestin | AID2073 | HIV fusion peptide
COc1ccc(CC(=O)NCc2n[nH]c(=S)n2-c2cccc(C)c2)cc1 | -3.1% | -18% | -28% | -2% | 5% | 17% | 0.0% | -2% | -1.2%
Cc1ccc(S(=O)(=O)N2CCCCC2)cc1C(=O)Nc1cccnc1 | 0.4% | -2% | -10% | 7% | 6% | 12% | 1.0% | 47% | 7.4%
CCOc1cc(NC(=O)C2CCCO2)c(OCC)cc1NC(C)=O (configuration not stated) | 0.4% | -2% | 1% | 11% | -3% | -32% | 0.2% | 4% | 0.6%
O=C(CNc1cccc(C(F)(F)F)c1)N/N=C/c1cccc(Br)c1 | 0.0% | -19% | -8% | 7% | -2% | 16% | -0.2% | 4% | 2.2%

More records:
SMILES | KOR beta-arrestin-1 | NOD1 NF-kB reporter | GPR35 antagonists | GPR55 LPI antagonism | Siah-1 displacement | KOR beta-arrestin-2 | GPR55 beta-arrestin | AID2073 | HIV fusion peptide
CC1CC(C)CN(C(=O)C2CCN(S(=O)(=O)N3CCC4(CC3)OCCO4)CC2)C1 (configuration not stated) | -0.2% | -6% | 4% | -4% | -3% | -17% | 0.6% | 16% | -1.5%
CN(C)c1cc[n+](CC(=O)Nc2ccc(Cl)cc2)cc1 | 11% | 40% | -1% | 3% | 2% | -28%[20 µM] | -0.3% | 9% | 1.2%
COc1ccccc1CNC(=O)COC(=O)c1cc(-c2ccco2)nc2ccccc12 | -0.9% | -28% | -19% | 12% | 8% | -32% | 0.0% | 51% | 55%
CCOC(=O)Cn1cc(/C=N/NC(=O)CC#N)c2ccccc21 | 1.2% | -13% | -1% | -8% | 8% | 15% | -0.2% | 5% | -1.8%
Cc1cc(C)n(-c2ccc(Cl)c(C(=O)OCC(=O)N3CCCCC3C)n2)n1 (configuration not stated) | -3.1% | 6% | -4% | 14% | 2% | 2% | 0.0% | 6% | -2.9%
COc1ccc(CN2C(=NC(=O)C3CCCO3)SC3CS(=O)(=O)CC32)cc1OC (configuration not stated) | -2.3% | 0% | 30% | 11% | -3% | -1% | 0.2% | -6% | -0.9%
NC(=O)c1nn(-c2ccccc2)nc1NC(=O)CN1CCCCC1 | -1.5% | 1% | 1% | 26% | 1% | -6% | 0.0% | 7% | -1.5%
CC(NC(=O)c1cccc(S(=O)(=O)N(C)C)c1)C1CC2CCC1C2 (configuration not stated) | 4.2% | 20% | -9% | 5% | -1% | -1% | -0.2% | 4% | -2.9%
CC(C)Nc1nc2c(c(=O)n(C)c(=O)n2C)n1C | 7.4% | 0% | 1% | 8% | 14% | 10% | -0.2% | ? | -0.1%
COc1ccc(C2CC(c3ccccc3)=NN2C(=O)CSc2ncn[nH]2)cc1 (configuration not stated) | 0.3% | -2% | 1% | 16% | -2% | 13% | 0.1% | 0% | -0.3%
Cn1c(CCc2ccccc2)nnc1SCC(N)=O | 7.3% | -21% | -3% | 0% | 6% | -10%[20 µM] | -0.4% | 2% | 0.9%
CC1CCN(c2nnc(N3CCC(C)CC3)c3ccccc23)CC1 | -3.4% | 0% | -9% | 2% | -3% | 14% | 0.3% | 0% | 0.1%
CCC(C)[C@H](NC(=O)[C@@H]1Cc2ccccc2CN1)C(=O)NCc1ccc(OC)cc1 (some centres not stated) | -1.5% | 21% | 0% | -3% | 0% | 23%[20 µM] | 0.7% | 6% | 1.5%
O=C1CCN(Cc2nc(-c3ccc(Cl)cc3)no2)CCN1 | 0.6% | -32% | -4% | 5% | 0% | -38% | 0.2% | 13% | -0.2%
O=C(COc1cc2oc(=O)cc(-c3ccccc3)c2cc1Cl)NC(Cc1c[nH]c2ccc(O)cc12)C(=O)O (configuration not stated) | -0.5% | 6% | -6% | 24% | -1% | -53%[20 µM] | 0.5% | 5% | 27%
CCOC(=O)Cc1csc(SC(C)C(=O)NCC(=O)Nc2ccc(F)c(F)c2F)n1 (configuration not stated) | -5.8% | -36% | -15% | 13% | 0% | -5% | -0.1% | 4% | 1.2%
CCOc1ccc(N(CC)S(=O)(=O)c2cccc3nsnc23)cc1 | -3.6% | -10% | 0% | -4% | -3% | 14% | -0.2% | 2% | -1.7%
COc1ccccc1N(CC(O)CN1CCC(C)CC1)S(=O)(=O)c1ccccc1 (configuration not stated) | -3.7% | -7% | 4% | -6% | -2% | 4% | -0.2% | 9% | -0.7%
COc1ccc(Cn2c(C(C)C)nc3sc4ccccc4c(=O)c3c2=O)cc1 | 2.5% | 2% | 2% | -6% | 0% | 26% | 0.3% | 0% | -1.5%
Cc1cccc(OCc2nnc(SC(C)C(=O)O)n2-c2ccccc2)c1 (configuration not stated) | -2.7% | -20% | 12% | 5% | 1% | -4%[20 µM] | -0.2% | 2% | 3.1%
NNC(=O)C1CCCN1S(=O)(=O)c1ccc(Cl)cc1 (configuration not stated) | -3.2% | -22% | 9% | 4% | 0% | 31%[20 µM] | -0.1% | 16% | -1.3%
Cc1ccc(OCC(=O)Nc2ccc3c(c2)OC(F)(F)O3)c([N+](=O)[O-])n1 | -2.6% | -25% | -12% | -2% | 1% | 1% | 0.1% | 0% | -2.0%
COc1ccc(C(=O)NC(=S)Nc2ccc(Cl)c(C(=O)O)c2)cc1 | -4.6% | -28% | -10% | 0% | 20% | -10% | 0.5% | ? | 4.3%
COc1ccc(C(=O)CSc2nnc(-c3ccc(C)cc3)o2)cc1 | -0.9% | -19% | -6% | 5% | 3% | 19% | -0.2% | 4% | -1.2%
Cc1cc(S(=O)(=O)N2CCOCC2)ccc1OCC(=O)N1CCCCC1 | 4.5% | 8% | -10% | 3% | -1% | -8% | -0.2% | -7% | 0.0%
